Bioassay records as filed in PubChem.
RmlCD inh 1536: blocks M. tuberculosis RmlC and RmlD coupled enzymes. P9WH09+P9WH11. RmlC+RmlD coupled enzyme assay, percent inhibition; primary screen in compound mixtures. inhibition, % at 3.6 µM. 160,000 compounds, 0.03% hits. AID 1533; in the data active means inhibition mostly above about 34%, no sharp cut-off; further: some results filed as inactive read as strong as hits
Target sequence (P9WH09 whole entry, looked up): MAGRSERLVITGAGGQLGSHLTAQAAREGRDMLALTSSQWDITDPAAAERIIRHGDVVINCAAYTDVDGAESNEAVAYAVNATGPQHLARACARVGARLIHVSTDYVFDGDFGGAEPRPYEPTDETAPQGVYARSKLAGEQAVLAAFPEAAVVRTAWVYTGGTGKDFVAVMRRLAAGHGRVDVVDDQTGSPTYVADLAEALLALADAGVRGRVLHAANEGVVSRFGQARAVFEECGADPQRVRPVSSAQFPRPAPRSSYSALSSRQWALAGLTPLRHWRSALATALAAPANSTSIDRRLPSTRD
Target sequence (P9WH11 whole entry, looked up): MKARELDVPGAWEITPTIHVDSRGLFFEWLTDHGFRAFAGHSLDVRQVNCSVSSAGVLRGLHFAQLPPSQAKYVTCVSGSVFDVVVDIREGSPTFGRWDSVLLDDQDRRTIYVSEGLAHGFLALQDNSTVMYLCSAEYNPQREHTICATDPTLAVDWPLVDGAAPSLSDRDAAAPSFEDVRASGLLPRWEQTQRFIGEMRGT
M. tuberculosis GlmU: inhibition of mycobacterial GlmU enzyme – biochemical, glucosamine-1-phosphate acetyltransferase (AID 1376). M. tuberculosis GlmU acetyltransferase enzyme assay; higher % means a stronger effect. inhibition, %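 (tested at 30 µM in the primary screen)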; hits with a dose series show IC50 in µM. 220,000 compounds, 0.25% hits; in the data active means inhibition above about 13%;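 further: 0% = complete reaction with vehicle and 100% = reaction without substrate; strong numbers were not always called active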
Active calls of the source: *; . = not tested or not shown.

Results follow in this order: RmlCD inh 1536	M. tuberculosis GlmU
> O=S(=O)(NC1c2cccc3cccc(c23)C1Sc1ncccn1)c1ccc(Cl)cc1 (stereo not given)
    2.9	3.2%
> Nc1nc(-c2ccccc2)nn1C(=O)Cc1ccccc1
    -2.7	1.1%
> COC(=O)C(NC(=O)c1ccc(F)cc1)(Nc1ncc(S(=O)(=O)c2ccc([N+](=O)[O-])cc2)s1)C(F)(F)F (stereo not given)
    7.8	0.6%
> O=C(CCC1CCCCC1)Nc1cccnc1
    -6.6	1.2%
> O=S(=O)(NC1CCCCCC1)c1cccc2cccnc12
    21.7	2.1%
> CC(=O)c1cc2cc(O)ccc2o1
    11.3	2.1%
> Clc1ccc(-n2cc(COCc3ccccc3)nn2)cc1
    10.9	3.1%
> Cc1cc(C)n(CCC(=O)N/N=C/c2ccccc2O)n1
    -8.4	5.8%
> CNC(=S)N/N=C/c1cn(CCOc2cccc(OC)c2)c2ccccc12
    -12.2	-1.7%
> Cc1cc(C(C)(C)C)cc(C)c1N
    3.1	4.6%
> CSC(=NS(=O)(=O)c1ccc(C)cc1)SC
    -4.2	5.3%
> CSc1ccc(CN(C)CC(=O)NCc2ccc(F)cc2)cc1
    6.1	3.4%
> O=C(Nc1cccnc1)Nc1ccc(Br)cc1Cl
    -0.5	2.1%
> CC1C(c2ccccc2)=[N+]([O-])C2(CCCC2)N1O (stereo not given)
    .	5.4%
> COc1ccc(-n2c(SCC(=O)Nc3cc(C(=O)O)ccc3C)nc3ccccc3c2=O)cc1Cl
    24.0	-2.0%
> CC1CCCCN1Cc1nc2c(c(=O)n(C)c(=O)n2C)n1CCCc1ccccc1 (stereo not given)
    .	-2.8%
> Cc1ccccc1C(=O)c1c[nH]c(C(=O)N2CCN(c3ccccc3F)CC2)c1
    -7.8	3.0%
> COc1cccc(C2CCCCN2Cc2nc(-c3ccc(C)o3)oc2C)c1 (stereo not given)
    -3.6	7.7%
> Cc1ccc2c(c1)C1CN(C)CCC1N2C(=O)c1ccco1 (stereo not given)
    -2.9	1.1%
> CS(=O)(=O)c1cnc2c(-c3ccsc3)cnn2c1N
    .	2.8%

Quoted at random: 3 entries already listed
Results follow in this order: RmlCD inh 1536	M. tuberculosis GlmU
> O=S(=O)(NC1CCCCCC1)c1cccc2cccnc12
    21.7	2.1%
> COC(=O)C(NC(=O)c1ccc(F)cc1)(Nc1ncc(S(=O)(=O)c2ccc([N+](=O)[O-])cc2)s1)C(F)(F)F (stereo not given)
    7.8	0.6%
> Clc1ccc(-n2cc(COCc3ccccc3)nn2)cc1
    10.9	3.1%

Next results
Results follow in this order: RmlCD inh 1536	M. tuberculosis GlmU
> CCOc1ccc(C2CC(c3cccc(OC)c3)Nc3nc(N)nn32)cc1 (stereo not given)
    -2.5	-0.1%
> O=c1cc(C(F)(F)F)c2sc(N3CCCCC3)nc2[nH]1
    -8.1	-8.5%
> O=C(Nc1c(C(=O)c2ccccc2)oc2ccccc12)c1cc(-c2ccccc2O)n[nH]1
    .	-1.3%
> Cc1ccc(OCCCNCCO)c(Br)c1
    .	1.0%
> COC(=O)c1cn(C(=O)c2cccc(C)c2)c2ccccc12
    -7.2	5.4%
> CC(C)=CC(=O)Nc1nnc(-c2ccccc2)s1
    14.9	-1.4%
> O=C(CCSc1ccc(Cl)cc1)NCc1ccccn1
    7.5	-3.4%
> Cc1ccc(C(=O)Nc2ccon2)cc1S(=O)(=O)N1CCOCC1
    8.4	1.1%
> O=C(Cc1ccccc1)N1CCc2ccccc21
    .	3.5%
> Cc1cccn2c(=O)c(/C=N/O)c(N3CCOCC3)nc12
    -8.9	7.4%
> CC1(C)OC(C(N)=O)C(C(N)=O)O1 (stereo not given)
    18.5	2.8%
> COc1cccc(C(=O)NCc2ccccc2OC)c1
    -4.5	1.6%
> CCN(CC)c1ccc2cc(C#N)c(=O)oc2c1
    10.1	6.8%
> CCCc1[nH]n(-c2ccc([N+](=O)[O-])cc2)c(=O)c1C(C)=NCc1ccncc1
    -22.7	2.4%
> FC(F)Oc1ccc(NC(=S)NCCc2ccccn2)cc1
    -10.8	-3.8%
> COc1ccc(Cl)cc1S(=O)(=O)NC1CC(C)(C)NC(C)(C)C1
    0.8	4.3%
> CC(C)Oc1ccc(/C(O)=C2/C(=O)C(=O)N(Cc3cccnc3)C2c2ccco2)cc1 (stereo not given)
    10.9	-4.9%
> C/C=C/Cn1c(N2CCCCCC2)nc2c1c(=O)[nH]c(=O)n2C
    6.4	.
> Cc1cccc(COCC(Cc2ccccc2)N2CCN(C(=O)c3ccc(Cl)c(Cl)c3)CCC2=O)c1 (stereo not given)
    .	-4.0%
> O=C1CC(N2CCN(S(=O)(=O)c3ccc(Cl)cc3)CC2)C(=O)N1CCc1ccccc1 (stereo not given)
    .	1.4%

Results follow in this order: RmlCD inh 1536	M. tuberculosis GlmU
> CCOC(=O)N1CCC(N(CCN(C)C)C(=S)Nc2ccccc2OCC)CC1
    8.8	-2.6%
> Cc1cc(C)c2cc(C(=O)N3CCC(C(=O)c4ccc(F)cc4)CC3)[nH]c2c1
    4.2	0.5%
> COc1cccc(/C=C2/NC(=O)NC2=O)c1OCC(=O)Nc1ccccc1
    -13.2	-1.1%
> CCCOc1ccc(-c2nc(C#N)c(N3CCN(CC)CC3)o2)cc1
    .	7.5%
> O=[N+]([O-])c1cc(CN2CCC(O)CC2)ccc1Cl
    0.2	-1.6%
> O=[N+]([O-])c1ccc(/C=N/Nc2ccc3ccccc3c2)o1
    -13.2	-3.2%
> CC(=O)N/C(=C\c1ccccc1)C(=O)OCC(=O)NC(C)C12CC3CC(CC(C3)C1)C2 (stereo not given)
    -10.9	5.3%
> CCN=C1Cn2c(nc3scc(-c4ccccc4)c3c2=O)CN1CC
    -12.0	-4.1%
> O=C(N/N=C/C(Cl)=C\c1ccccc1)c1cnccn1
    8.1	3.3%
> CC(=O)Nc1ccccc1C(=O)N1CC(C)OC(C)C1 (stereo not given)
    -6.3	1.9%
> Cc1cc(C)nc(N(C#N)S(=O)(=O)c2ccccc2Cl)n1
    -2.7	6.8%
> O=S(=O)(NCc1cc(-c2ccccc2Cl)no1)c1ccccc1
    .	0.5%
> CC(=O)NC(Cc1c[nH]c2ccccc12)C(=O)Nc1ccc2c(c1)OCO2 (stereo not given)
    -0.9	-0.3%
> CC1(C)CC(=O)C(C=NCCN2CCN(CC(=O)Nc3ccc(Cl)cc3)CC2)=C(O)C1
    1.7	1.4%
> CC(=O)NC1(C2CCCCC2=O)CCCCC1 (stereo not given)
    .	-4.9%
> COc1ccc(NC(=O)Nc2nccs2)cc1
    10.3	-6.6%
> S=C(Nc1ccc(Br)cc1)NC1CCCC1
    .	1.7%
> COc1ccccc1NC(=O)c1nn(-c2cccc(C(F)(F)F)c2)ccc1=O
    .	-3.5%
> COc1ccc(C2C(C(=O)N3CCCC3)c3cc(OC)c(OC)cc3C(=O)N2C)cc1OC (stereo not given)
    .	-1.1%
> CCCC(=O)Oc1ccccc1C1SCc2cc(C)c(C)cc2CS1
    -2.1	.

Compound profiles (already shown). Order of values: RmlCD inh 1536, M. tuberculosis GlmU
Profile of `CC(=O)Nc1ccccc1C(=O)N1CC(C)OC(C)C1` (stereo not given) : -6.3, 1.9%
Profile of `O=C(N/N=C/C(Cl)=C\c1ccccc1)c1cnccn1` : 8.1, 3.3%
Profile of `CCCOc1ccc(-c2nc(C#N)c(N3CCN(CC)CC3)o2)cc1` : ., 7.5%
Profile of `CC1(C)CC(=O)C(C=NCCN2CCN(CC(=O)Nc3ccc(Cl)cc3)CC2)=C(O)C1` : 1.7, 1.4%
Profile of `CCOC(=O)N1CCC(N(CCN(C)C)C(=S)Nc2ccccc2OCC)CC1` : 8.8, -2.6%

Exported with each value named: two of the compounds above
O=[N+]([O-])c1cc(CN2CCC(O)CC2)ccc1Cl
  RmlCD inh 1536: 0.2
  M. tuberculosis GlmU: -1.6%

O=[N+]([O-])c1ccc(/C=N/Nc2ccc3ccccc3c2)o1
  RmlCD inh 1536: -13.2
  M. tuberculosis GlmU: -3.2%

(cont.)
Results follow in this order: RmlCD inh 1536	M. tuberculosis GlmU
> CC(C(=O)Nc1ccc(O)cc1)c1cccc(C(=O)c2ccccc2)c1 (stereo not given)
    .	1.1%
> CNC(=S)N1CCN(c2ccc(OC)cc2)CC1
    12.4	-0.3%
> CCOc1ccccc1NC(=O)CSc1ccc([N+](=O)[O-])cc1
    -9.6	0.5%
> Cc1noc(C)c1COC(=O)C1(c2cccc(F)c2)CCCC1
    0.4	2.6%
> O=C1C(Cl)=C(N2CCCCC2)C(=O)N1Cc1ccccc1
    6.7	0.6%
> CCCCN1C(=S)NC[C@@H]1C(C)CC (stereo not given in full)
    .	-0.9%
> CC(C)(C)NC(=O)c1cccc(NC(=O)CSc2ccccc2)c1
    11.6	-1.4%
> COc1ccc(-c2nnc(NC(=O)c3ccc(F)cc3)o2)cc1
    8.4	.
> O=C(NC1CCCCC1)c1c2c(nc3ccccc13)CCC2
    4.8	3.7%
> COc1ccc(/C=N/NC(=O)c2cc(C34CC5CC(CC(C5)C3)C4)[nH]n2)cc1OC
    -5.8	-1.3%
> CCn1c(=O)[nH]c2cc(C(=O)N3CCN(c4ccccc4)CC3)ccc2c1=O
    9.2	-3.8%
> CCN1C(=O)N[C@H](c2ccccc2)C(C(C)=O)=C1C
    .	-4.4%
> O=C(CSc1cccc2cccnc12)Nc1cccc(S(=O)(=O)N2CCOCC2)c1
    -6.3	-3.3%
> COc1ccc(N)cc1S(=O)(=O)Nc1ccccc1Cl
    -6.2	-4.2%
> Cc1ccnn1CCC(=O)N1CCCC(CCC(=O)NCc2ccccc2F)C1 (stereo not given)
    5.9	-2.7%
> O=c1sc2ccccc2c(N2CCN(c3ccccc3)CC2)c1[N+](=O)[O-]
    -13.2	0.5%
> CCCC[n+]1ccn(C2=C([O-])c3ccccc3C(=O)/C2=N\S(=O)(=O)c2ccccc2)c1
    15.1	-2.1%
> CCOC(=O)CC1C(=O)NCCN1C(=O)COc1ccc(Br)cc1C (stereo not given)
    13.3	0.6%
> Cc1cc(C)n(-c2ccc(C(=O)OCC(=O)Nc3ccc([N+](=O)[O-])cc3)cc2)n1
    .	-1.8%
> O=c1[nH]c(Cc2ccccc2)nc2scc(-c3ccccc3)c12
    28.8	7.2%

Results follow in this order: RmlCD inh 1536	M. tuberculosis GlmU
> Cc1sc2nc(CN(Cc3cccs3)C(=O)NC3CCCCC3)[nH]c(=O)c2c1C
    .	2.5%
> CCOC(=O)CNC(c1ccccc1)c1cc(Br)ccc1NC(C)=O (stereo not given)
    -7.7	-4.2%
> COc1ccc(C2C3=C(CCCC3=O)Nc3nc(C(F)(F)F)nn32)cc1OC (stereo not given)
    .	0.3%
> Cc1ccc(NC(=O)C2CCCN2C(=O)NC2CCCCC2)cc1C (stereo not given)
    .	-5.5%
> O=C(NC1CCCC1)c1cc(-c2cccs2)on1
    -3.7	.
> CC(C)Cc1nc(N2CCOCC2)c(C#N)c2c1CCC2
    17.5	-5.1%
> COc1cc(-c2ccc(NC(=O)NC3CC3)c(OC)c2)ccc1NC(=O)NC1CC1
    -1.1	-9.9%
> CC(/C=C/c1ccco1)=N\NC(=O)COc1ccc(C)c(C)c1
    -12.2	0.6%
> CC1=C(C(=O)OC(C)C)C(c2ccccc2)NC(=S)N1C (stereo not given)
    .	8.0%
> O=C(NN1CCCCC1)c1cccc2ccccc12
    4.0	6.3%
> O=C1CCCC2=C1C(c1ccc(Cl)cc1)n1c(s/c(=C\c3ccc4ccncc4c3)c1=O)=N2 (stereo not given)
    -0.1	-3.4%
> CCCn1c(=N)n(CC(=O)C(C)(C)C)c2ccccc21
    .	1.1%
> NC(=O)C1CCCN(C(=O)NC2CCCCC2)C1 (stereo not given)
    5.8	-4.3%
> C=CCn1c(P(=O)(O)c2ccccc2)nc2ccccc21
    -4.6	0.1%
> O=[N+]([O-])c1cc(-c2csc(NCCc3nc4cc(Cl)c(N5CCCCC5)cc4n3CCCO)n2)ccc1Cl
    .	0.1%
> CCC(=O)Nc1ccc2nc(C3CC3)n(Cc3ccc(C(C)(C)C)cc3)c(=O)c2c1
    .	7.8%
> Cc1onc(-c2c(F)cccc2Cl)c1C(=O)NNC(=O)C1CCN(Cc2ccccc2)CC1
    -11.8	-5.6%
> C/C(Cl)=C/Cn1c(NCCN(C)C)nc2c1c(=O)n(C)c(=O)n2C
    -4.0	-1.5%
> Cn1c(N/N=C/c2ccccc2)nc2sc3c(c2c1=O)CCC3
    .	2.2%
> CC1(C)CC2CC(C)(CN2S(=O)(=O)c2ccc(C(=O)Nc3cc(S(=O)(=O)N4CCOCC4)ccc3Cl)cc2)C1 (stereo not given)
    -13.6	-1.9%

Results follow in this order: RmlCD inh 1536	M. tuberculosis GlmU
> CC(C)(C)C1(C)OC(C(=O)NC2CCCCC2)C(C(=O)NC2CCCCC2)O1 (stereo not given)
    -4.5	1.2%
> CCOc1ccc(N2C(=O)c3ccc(C(=O)OCC(=O)N(CC)C4CCS(=O)(=O)C4)cc3C2=O)cc1 (stereo not given)
    -13.5	-5.2%
> O=C(Nc1ccccc1)c1ccccc1O
    -3.9	3.7%
> CCOc1ccccc1OCCCC(=O)Nc1nc2ccccc2[nH]1
    6.7	7.7%
> Cc1cc(Cl)ccc1OCC(=O)N[C@@H](Cc1ccccc1)c1nc2ccccc2[nH]1
    13.1	-2.4%
> CN(C)S(=O)(=O)c1cccc(NC(=O)COC(=O)c2cn(-c3ccccc3)nc2-c2ccccc2)c1
    3.0	-1.7%
> C/C(=N/NS(=O)(=O)c1ccc(C)cc1)c1ccc(NC(=O)C(F)(F)F)cc1
    -10.9	-2.0%
> CCc1ccc(-c2nn(-c3ccccc3)cc2C2SCC(=O)N2Cc2ccco2)cc1 (stereo not given)
    -0.1	.
> O=C(/C=C/c1cccc([N+](=O)[O-])c1)N1CCN(c2ccccc2F)CC1
    -13.0	3.2%
> O=C(c1ccc(Cl)cc1)N1CCc2c([nH]c3ccccc23)C1C(F)(F)F (stereo not given)
    -11.8	-2.0%
> CCN1CCN(c2cc(C)c3cc(NC(=O)c4ccc(OC)c(OC)c4)ccc3n2)CC1
    34.4	4.5%

A portion of the library. The share of hits here may be higher or lower than overall.
